MITF inh – blocks human microphthalmia-associated transcription factor. O75030. AlphaScreen MITF homodimerization, bead proximity signal. inhibition, % at 2.6 µM. 0.91% of 650,000 active. AID 1259374; in the data active means inhibition above about 50%;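 further: 0% = vehicle wells with protein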
Target sequence (O75030 whole entry, looked up): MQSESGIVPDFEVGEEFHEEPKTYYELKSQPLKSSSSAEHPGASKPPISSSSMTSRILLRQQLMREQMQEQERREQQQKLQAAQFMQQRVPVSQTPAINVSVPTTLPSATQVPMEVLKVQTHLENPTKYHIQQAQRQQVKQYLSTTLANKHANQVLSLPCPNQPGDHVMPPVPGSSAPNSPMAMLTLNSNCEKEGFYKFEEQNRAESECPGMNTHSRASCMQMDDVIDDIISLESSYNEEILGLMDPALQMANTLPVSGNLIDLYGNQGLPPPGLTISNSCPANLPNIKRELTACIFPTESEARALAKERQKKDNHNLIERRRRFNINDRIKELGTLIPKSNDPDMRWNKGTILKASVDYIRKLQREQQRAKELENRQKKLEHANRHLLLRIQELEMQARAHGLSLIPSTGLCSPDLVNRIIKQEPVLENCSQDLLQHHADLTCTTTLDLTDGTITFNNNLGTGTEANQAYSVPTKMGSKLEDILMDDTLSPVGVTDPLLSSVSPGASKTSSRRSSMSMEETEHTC
TEAD-YAP block – TEAD-YAP interaction inhibition. HEK-TIYL cells, TEAD-Gal4/YAP UAS-luciferase luminescence. inhibition, % at 9.12 µM. 1.4% of 640,000 active. AID 1259422; in the data active means inhibition above about 32%;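 further: 0% = median of test compound wells and 100% = reference inhibitor wells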
FBW7 act – activators of human E3 ligase FBW7; AID 1259310; normalized activity (activation), % at 26.1 µM; 0.13% of 650,000 active; AlphaScreen FBW7–phospho-cyclin E peptide binding, activator screen; in the data active means normalized activity above about 1.9%;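 further: purified mutant Fbw7 with reduced substrate affinity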
GPR151 ag – human GPR151 activation; Q8TDV0; PathHunter beta-arrestin GPR151 cells, luminescence; activation, % at 11.2 µM; 1% of 650,000 active; AID 1508602; in the data active means activation above about 4.9%;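 further: 0% = median of compound wells and 100% = cells with positive control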
Target sequence (Q8TDV0 whole entry, looked up): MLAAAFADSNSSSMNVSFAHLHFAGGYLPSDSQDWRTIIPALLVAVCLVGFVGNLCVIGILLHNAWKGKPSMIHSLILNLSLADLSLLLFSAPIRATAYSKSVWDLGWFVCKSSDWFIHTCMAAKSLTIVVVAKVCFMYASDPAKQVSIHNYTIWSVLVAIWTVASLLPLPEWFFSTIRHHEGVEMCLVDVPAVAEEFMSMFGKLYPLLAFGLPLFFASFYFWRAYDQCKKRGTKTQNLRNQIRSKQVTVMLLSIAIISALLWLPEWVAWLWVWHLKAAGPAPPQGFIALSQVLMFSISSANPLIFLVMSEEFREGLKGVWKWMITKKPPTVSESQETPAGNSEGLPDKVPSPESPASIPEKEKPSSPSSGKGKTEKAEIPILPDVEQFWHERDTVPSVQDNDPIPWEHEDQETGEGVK
The depositor's hits bear a star.

SMILES	MITF inh	TEAD-YAP block	FBW7 act	GPR151 ag
O=S(=O)(c1ccc2oc(Nc3ccc(F)c(Cl)c3)nc2c1)N1CCOCC1	0	1	0.2	-0.8
CSc1nccc(-c2cc(F)cc3c2OC(CNC(=O)CCn2ccc(C)n2)C3)n1 (stereo not given)	-5	0	0.0	1.6
Cc1ccc(-n2c(/C=C/c3ccc(C(C)(C)C)cc3)nc3ccccc3c2=O)cc1C	-13	1	0.0	-0.8
O=C1N=C(N2CCCCC2)S/C1=C/c1cccc(O)c1	15	-5	-0.1	0.5
CCCS(=O)(=O)n1c(SCC(=O)c2ccc(Cl)cc2)nc2ccccc21	4	-11	-0.2	1.7
C1CCC2(CC1)OCC1(CO2)COC2(CCCCC2)OC1	5	8	0.1	-1.2
CCOC(=O)c1cc([N+](=O)[O-])ccc1OS(=O)(=O)c1ccc(Cl)cc1	1	-1	0.0	0.3
CCOc1cc(Cl)c(CNCCN(C)C)cc1OC	23	0	0.1	1.2
O=C(Nc1cccc(Cl)c1)c1cc(S(=O)(=O)NCc2ccccc2)ccc1F	-3	7	0.0	0.7
O=C(Nc1ccc(Cl)cc1)c1cc(S(=O)(=O)NCCc2ccc(Cl)cc2)ccc1F	-1	-4	-0.1	0.0
Cc1cnn(C(=S)NCc2ccco2)c1	8	-2	-0.4	5.1*
COc1cccc(CNc2nccnc2-c2ccc(O)cc2)c1OC	-5	10	-0.3	1.1
COc1ccc(C(=O)Nc2cc3nn(-c4ccc(C)cc4)nc3cc2C)cc1OC	-1	-14	0.0	0.3
COc1ccc(S(=O)(=O)NCc2csc(-c3ccccc3)n2)cc1	10	-3	-0.1	-0.5
CCOC(=O)N1CCN(CC(O)COCc2ccc(OC)c(OC)c2)CC1 (stereo not given)	4	12	0.0	-1.4
O=C1OC(c2ccc(Cl)c(Cl)c2)C2(CCCCC2)C(=O)C12CCCCC2 (stereo not given)	13	6	0.1	-0.8
O=C(Cn1nnc2c(cnn2-c2ccc(F)cc2)c1=O)NCc1ccc2c(c1)OCO2	11	-1	0.1	2.2
COc1ccc2oc(=O)c(-c3nc(-c4ccc(Br)cc4)cs3)cc2c1	5	7	0.1	-0.3
Cc1occc1C(=O)Nc1nccs1	2	4	-0.1	-2.5
O=C(Cc1cccs1)Nc1cccc(Oc2ccc3c(c2)C(=O)NC3=O)c1	-8	5	0.0	-0.3

Reformatted with two lines to a compound: 16 of the compounds above.
Under each structure – MITF inh	TEAD-YAP block	FBW7 act	GPR151 ag
- CCCS(=O)(=O)n1c(SCC(=O)c2ccc(Cl)cc2)nc2ccccc21
  4	-11	-0.2	1.7
- C1CCC2(CC1)OCC1(CO2)COC2(CCCCC2)OC1
  5	8	0.1	-1.2
- CCOC(=O)c1cc([N+](=O)[O-])ccc1OS(=O)(=O)c1ccc(Cl)cc1
  1	-1	0.0	0.3
- CCOc1cc(Cl)c(CNCCN(C)C)cc1OC
  23	0	0.1	1.2
- O=C(Nc1cccc(Cl)c1)c1cc(S(=O)(=O)NCc2ccccc2)ccc1F
  -3	7	0.0	0.7
- O=C(Nc1ccc(Cl)cc1)c1cc(S(=O)(=O)NCCc2ccc(Cl)cc2)ccc1F
  -1	-4	-0.1	0.0
- Cc1cnn(C(=S)NCc2ccco2)c1
  8	-2	-0.4	5.1*
- COc1cccc(CNc2nccnc2-c2ccc(O)cc2)c1OC
  -5	10	-0.3	1.1
- COc1ccc(C(=O)Nc2cc3nn(-c4ccc(C)cc4)nc3cc2C)cc1OC
  -1	-14	0.0	0.3
- COc1ccc(S(=O)(=O)NCc2csc(-c3ccccc3)n2)cc1
  10	-3	-0.1	-0.5
- CCOC(=O)N1CCN(CC(O)COCc2ccc(OC)c(OC)c2)CC1 (stereo not given)
  4	12	0.0	-1.4
- O=C1OC(c2ccc(Cl)c(Cl)c2)C2(CCCCC2)C(=O)C12CCCCC2 (stereo not given)
  13	6	0.1	-0.8
- O=C(Cn1nnc2c(cnn2-c2ccc(F)cc2)c1=O)NCc1ccc2c(c1)OCO2
  11	-1	0.1	2.2
- COc1ccc2oc(=O)c(-c3nc(-c4ccc(Br)cc4)cs3)cc2c1
  5	7	0.1	-0.3
- Cc1occc1C(=O)Nc1nccs1
  2	4	-0.1	-2.5
- O=C(Cc1cccs1)Nc1cccc(Oc2ccc3c(c2)C(=O)NC3=O)c1
  -8	5	0.0	-0.3

Other results follow.
SMILES	MITF inh	TEAD-YAP block	FBW7 act	GPR151 ag
CCOC(=O)Cc1csc(NC(=O)c2c(O)c3c(n(CC(C)C)c2=O)CCCC3)n1	-5	8	0.2	-0.1
O=C(CSc1ccccn1)N/N=C/c1cc(Br)ccc1O	13	16	0.0	1.1
CN(C)CCCN1C(=O)C(=O)/C(=C(\O)c2ccc(S(=O)(=O)N(C)C)cc2)C1c1cccnc1 (stereo not given)	-3	4	-0.1	0.9
COc1ccc(OC)c(NC(=O)Cn2c(CCC(=O)O)ccc2-c2ccccc2)c1	-10	-4	-0.3	-1.8
CCOC(=O)CC(=O)CSc1nc2c(sc(=S)n2-c2ccc(OCC)cc2)c2nc3ccccc3n12	-3	-6	-0.1	-0.8
CCOC(=O)C1=C(C)OC(N)=C(C#N)C1c1cccs1 (stereo not given)	6	-3	0.0	-1.7
O=C(NCc1cccc(C(F)(F)F)c1)c1cc(NCc2ccc3c(c2)OCO3)nc2ccccc12	7	-5	0.2	-0.2
CCc1cccc(N(C(=O)c2csnn2)C(C(=O)NC(C)(C)C)c2ccccn2)c1 (stereo not given)	8	-2	0.0	1.7
Cc1ccc(NC(=O)Nc2ccc3oc(C)nc3c2)cc1	7	-48	0.2	0.5
CCCN1CCC(N2C[C@@H](NCc3ccc(F)c(F)c3)C[C@H]2C(=O)NCCOC)CC1	3	1	0.0	0.9
COc1cccc(C(=O)Nc2nnn(C)n2)c1	-16	-4	-0.2	-0.3
O=C(Nc1ccc2nn(-c3cccc(Cl)c3)nc2c1)c1cccc2ccccc12	5	0	0.1	-0.6
O=c1[nH]c(=O)n(-c2ccc(Br)cc2)c(O)c1/C=C1\C=CC=N1	-11	15	0.0	1.1
O=C(NCC1CCCN(Cc2c[nH]c3ccccc23)C1)c1ccc(F)cc1 (stereo not given)	0	-4	-0.1	-1.6
COc1ccc(-c2ccc(NS(=O)(=O)c3ccc(Cl)c(Cl)c3)cc2)nn1	6	7	-0.1	-0.4
Cc1ccc(C)c(OCc2cc(C(=O)N3CCOCC3)no2)c1	16	-60	0.3	0.2
Nc1ccc(S(=O)(=O)N2CCSC2C(=O)O)cc1 (stereo not given)	0	8	-0.1	0.5
CC1CCN(S(=O)(=O)c2ccc(OCc3cnc(Cl)s3)cc2)CC1	-10	-2	-0.2	-0.5
COc1ccc(CNC(=O)Cn2ncn3c(cc4sccc43)c2=O)cc1	-11	-4	0.2	0.0
COc1cccc(C2=NN(C(C)=O)C3(CCCC3)O2)c1	6	6	0.1	1.7
Cc1[nH]c2ccccc2c1/C=C/c1nc2ccccc2c(=O)n1-c1cccc([N+](=O)[O-])c1	3	1	0.0	0.7
CCn1c2ccccc2c2cc(NC(=O)COc3cc(C)cc(C)c3)ccc21	21	-8	0.0	-0.5
O=C(Nc1cc(=O)[nH]c(=O)[nH]1)c1ccc(Cl)cc1Cl	-6	-4	-0.1	0.2
Cc1nc(NCCNC(=O)C2CC2)c2c(C)c(C)sc2n1	1	0	0.1	2.6
O=C(O)COc1ccc(/C=C2\SC(=O)N(Cc3ccc(Cl)cc3)C2=O)cc1	10	-8	-0.2	2.8
Cc1cccc(-n2nc3c(c2NC(=O)c2ccc4c(c2)OCO4)CSC3)c1C	15	4	1.0	-1.1
O=C1CSC(c2cccnc2)N1c1ccc(Oc2ccccc2)cc1 (stereo not given)	-3	25	0.2	-0.8
C/C(=N\NC(=O)c1cccnc1)c1ccc(O)cc1	10	1	0.6	0.9
CC(C)CC(C(=O)NC1CCCC1)N1C(=O)c2ccccc2C1=O (stereo not given)	0	2	0.1	0.6
CC(NC(=O)c1ccco1)C(=O)Nc1cccc(S(=O)(=O)Nc2ccccc2F)c1 (stereo not given)	8	3	0.1	1.4
C=C/C=C\C(=C/C)Sc1c([N+](=O)[O-])c(=O)n(C)c2ccccc12	7	1	-0.1	-0.6
O=C(O)c1ccccc1C(=O)Nc1c(Cl)cc([N+](=O)[O-])cc1Cl	13	3	0.1	-0.8
O=C(Nc1ccccc1[N+](=O)[O-])c1cccc(S(=O)(=O)Nc2ccccn2)c1	-2	0	-0.1	-0.2
CCC(=O)N1CCc2cc(S(=O)(=O)Nc3c(C)cc(C)cc3C)ccc21	15	0	0.1	-0.3
CC(C)(C)C1CCc2c(sc3nc(SCC(N)=O)[nH]c(=O)c23)C1 (stereo not given)	-3	-16	-0.2	0.8
COC(=O)c1c(NC(=O)c2ccccc2OC)sc2c1CCC2	3	11	0.6	-0.5
CC1CCN(S(=O)(=O)c2ccc(NC(=O)Cn3c(=O)oc4ccccc43)cc2)CC1	1	0	0.2	1.8
O=C(NC1CCN(Cc2ccccc2)CC1)c1cccc(NCc2ccc3c(c2)OCO3)n1	9	-2	-0.1	0.2
CCCN(CCC)C(=O)c1ccc(Cl)cc1	-16	12	0.0	0.0
O=C(N/N=C/c1ccccn1)c1c(O)c2ccccc2[nH]c1=O	10	1	0.0	0.3
COc1cc2nc(CN(C)CC(=O)Nc3ccc(F)c(F)c3F)[nH]c(=O)c2cc1OC	25	1	0.2	-1.9
CCOc1cc(/C=C2/C(=N)N3N=C(CC)SC3=NC2=O)cc(Cl)c1OCCOc1ccc(Br)cc1	3	1	-0.1	-0.9
Cc1cc(NCCCN2CCCC2=O)nc(Nc2ccc(-n3ccnc3)cc2)n1	-5	0	0.0	2.5
CCOC(=O)c1cnc2c(C)cc(C)cc2c1NCc1ccccc1	4	8	1.1	-0.4
OC1c2ccccc2C2CN(Cc3ccccc3)CCC12 (stereo not given)	21	-5	0.3	0.6
CC(NC(=O)c1ccc(C(=O)NC(C)c2ccccc2)nc1)c1ccccc1 (stereo not given)	4	1	-0.1	0.3
COC(=O)C1=C(N)OC2=C(C(=O)CC(c3ccccc3)C2)C1c1cccnc1 (stereo not given)	2	-2	0.0	1.4
CC(C)(C)NC(=O)NCC(c1ccco1)N1CCc2ccccc21 (stereo not given)	5	0	-0.1	-0.9
O=C(CSc1ccccc1)Nc1ccc(Cl)c(Cl)c1	6	-18	0.1	2.3
COc1cc([N+](=O)[O-])ccc1NC(=O)Nc1cccc(C(C)=O)c1	1	1	-0.3	1.5
CC(=O)N1CCC(C(=O)N2CCc3c([nH]c4ccccc34)C2CC(C)C)CC1 (stereo not given)	-12	-7	-0.1	0.0
COc1ccc(CC2(O)C(=O)Nc3ccc(Br)cc32)cc1OC (stereo not given)	-8	-10	-0.1	-0.6
CCCCC(=O)Nc1c2c(nn1-c1ccc(C)cc1C)CSC2	6	2	-0.1	-0.4
CCOC(=O)c1sc(N)nc1C	3	-4	0.2	-0.6
CCc1c2ccc(C)n2cc[n+]1CC(=O)OC	1	-1	-0.1	1.1
COC(=O)c1ccc(NC(=O)CSC2=NCCN2)cc1	7	8	0.1	0.4
Cc1cc(C(=O)NCc2nc(NCc3ccc(F)cc3)c3ccc(Cl)cc3n2)n(C)n1	-8	-9	0.0	-0.4
Cc1cn[nH]c1C1CCCN(S(=O)(=O)c2ccc3ccccc3c2)C1 (stereo not given)	16	6	0.6	-0.7
Cc1ccc(C(=O)N2CCN(S(C)(=O)=O)CC2)cc1[N+](=O)[O-]	5	8	-0.3	-0.6

Just MITF inh, for some of the entries so far:
Compound	MITF inh
CCCCC(=O)Nc1c2c(nn1-c1ccc(C)cc1C)CSC2	6
CCOC(=O)c1sc(N)nc1C	3
CCc1c2ccc(C)n2cc[n+]1CC(=O)OC	1
